Screening results: PubChem, several laboratories
PKA-R1A act: activators of PKA-R1A holoenzyme, primary screen, biochemical, fluorescence polarization, Cy5-IP20, bovine R1A, mouse PKAc. cAMP-dependent protein kinase type I-alpha regulatory subunit (Bos taurus) + …. PKA-R1A dissociation; scaled: DMSO 0%, 113 µM cGMP 100%. activation, % at 11.4 µM. 0.083% of 340,000 active;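 active means percent activation above the mean of all tested compounds plus 3 SD, cut at about 19% in these data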;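 further: higher means more PKAc released from R1A so a rise in polarization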
Tat transport: E. coli Tat export inhibitors, primary screen, MC4100, TorA-mCherry reporter, fluorescence, single point | inhibition, % at 10 µM | 0.036% of 340,000 active;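 active means mean replicate inhibition at least 50% and at least half of replicates individually reaching 50%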;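 further: exported cargo escapes ClpAP degradation while cytoplasmic cargo is degraded and loses fluorescence; 0% = median of neutral control wells and 100% = median of NaSCN control wells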
DAGLB inh: DAGLB lipase inhibitors, primary screen, biochemical, fluorescence, HTS | Diacylglycerol lipase-beta (Homo sapiens), Q8NCG7 | HEK293T DAGLB membrane lysate, EnzChek fluorogenic substrate | inhibition, % at 5.17 µM | 0.059% of 340,000 active; in the data active means inhibition above about 34%;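 further: 0% = enzyme with vehicle and 100% = wells lacking enzyme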
Target sequence (Q8NCG7 whole entry, looked up): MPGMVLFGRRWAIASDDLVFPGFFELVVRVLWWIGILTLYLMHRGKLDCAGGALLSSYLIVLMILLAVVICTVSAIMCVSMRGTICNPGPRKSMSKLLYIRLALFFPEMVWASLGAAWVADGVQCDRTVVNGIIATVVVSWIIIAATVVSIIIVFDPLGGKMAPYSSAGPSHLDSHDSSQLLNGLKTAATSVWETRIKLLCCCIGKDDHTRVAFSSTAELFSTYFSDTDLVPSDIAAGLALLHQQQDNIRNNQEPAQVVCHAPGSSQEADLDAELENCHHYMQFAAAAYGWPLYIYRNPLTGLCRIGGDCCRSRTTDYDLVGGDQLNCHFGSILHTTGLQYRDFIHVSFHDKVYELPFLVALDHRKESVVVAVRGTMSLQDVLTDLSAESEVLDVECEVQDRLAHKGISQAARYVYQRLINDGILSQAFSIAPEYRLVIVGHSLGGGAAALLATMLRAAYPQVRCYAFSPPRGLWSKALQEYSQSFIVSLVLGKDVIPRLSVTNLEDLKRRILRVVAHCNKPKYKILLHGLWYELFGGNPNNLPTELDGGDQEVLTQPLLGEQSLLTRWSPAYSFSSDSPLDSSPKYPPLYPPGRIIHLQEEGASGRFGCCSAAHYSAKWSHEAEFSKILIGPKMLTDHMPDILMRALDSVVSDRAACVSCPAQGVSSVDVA
E coli growth: E. coli V3065 growth inhibition, primary screen, counter-screen for AddAB inhibitor project, absorbance, OD600; 0.27% of 330,000 active; inhibition, % at 11.9 µM; AID 449728, 2010; 18 h;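 active means inhibition above the campaign's mean inhibition across all tested compounds plus 3 SD, cut at about 9.9% in these data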;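 further: uninfected addAB+ strain grown without phage in ampicillin broth; 0% = DMSO wells and 100% = ciprofloxacin 0.95 µg/ml wells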
AddAB inh: growth inhibition of E. coli expressing H. pylori AddAB, primary screen, AddAB inhibitor project, absorbance; inhibition, % at 11.9 µM; 0.29% of 330,000 active; AID 435030, 2010; in the data active means inhibition above about 12%;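 further: 0% = vehicle wells of infected cells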
PKA-R2B activ: activators of PKA-R2B holoenzyme, primary screen, biochemical, fluorescence polarization, Cy5-IP20, human | AID 504700, 2011 | PKA-R2B holoenzyme dissociation; R2B truncated from residue 108, S112A mutant; 0% DMSO only, 100% 113 µM cGMP | cAMP-dependent protein kinase catalytic subunit beta (Homo sapiens) + cAMP-dependent … | 0.079% of 340,000 active | activation, % at 11.4 µM;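 active means activation above a cutoff set at the mean over all compounds plus 3 SD, cut at about 18% in these data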;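 further: higher means more holoenzyme dissociation and a rise in polarization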
HTR5A inv ag: HTR5A inverse agonists in luminescence cell assay, primary screen, counter-screen for OPRM1-OPRD1 heterodimer inverse agonist project, full-deck HTS; 5-hydroxytryptamine receptor 5A (Homo sapiens), P47898; 0.083% of 340,000 active; HTR5A cell line, inverse agonism; inhibition, % at 9.3 µM; in the data active means inhibition mostly above about 23%, no sharp cut-off; inactive means mostly below about 18%;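 further: 0% = cells with DMSO and 100% = no-cell wells with DMSO; some compounds called inactive have numbers as strong as hits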
Target sequence (P47898 whole entry, looked up): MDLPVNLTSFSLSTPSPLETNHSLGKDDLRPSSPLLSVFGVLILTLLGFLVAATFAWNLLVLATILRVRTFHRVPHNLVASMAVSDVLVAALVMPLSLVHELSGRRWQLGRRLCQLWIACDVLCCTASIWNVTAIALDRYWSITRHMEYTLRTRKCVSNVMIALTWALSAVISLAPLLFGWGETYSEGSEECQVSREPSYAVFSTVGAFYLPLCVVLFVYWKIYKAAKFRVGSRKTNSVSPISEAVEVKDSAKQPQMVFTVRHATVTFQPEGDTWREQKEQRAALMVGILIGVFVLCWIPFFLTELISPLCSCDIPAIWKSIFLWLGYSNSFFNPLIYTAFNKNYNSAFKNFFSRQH
HTR5A ag: HTR5A agonists in luminescence cell assay, primary screen, counter-screen for OPRM1-OPRD1 heterodimer agonist project, full-deck HTS; 5-hydroxytryptamine receptor 5A (Homo sapiens), P47898; cell-based; activation, % at 9.3 µM; 0.61% of 340,000 active; AID 504692, 2011; in the data active means activation mostly above about 9.5%, no sharp cut-off; inactive means mostly below about 7.6%;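 further: 0% = cells with vehicle only and 100% = reference agonist; strong numbers were not always called active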
CDK5 inh: inhibitors of human CDK5/p35 kinase, primary screen, biochemical, single concentration; 0.01% of 330,000 active; Recombinant CDK5/p35, ADP-Glo luminescence, 60 min; inhibition, % at 10 µM; Cyclin-dependent kinase 5 (Homo sapiens) + Cyclin-dependent kinase 5 activator 1 (Homo …;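 active means highest replicate inhibition of at least 50% and at least 75% of replicates reaching 50%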;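 further: plate controls were DMSO neutral control for no effect and GW8510 at 10 µM for full effect; many of its hits are not listed in these tables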
Mot1-301 SUMO: yeast Mot1-301 growth rescue at high temperature, primary screen, SUMOylation pathway inhibitor project, S. cerevisiae, ATP luminescence, 38.5C | growth rescue, % at 18.8 µM | S. cerevisiae Mot1-301 growth rescue; percent above DMSO median, 100 means doubled | 1% of 320,000 active | AID 2716, 2010;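 active means every valid replicate shows activation above 250% relative to neutral control wells; inactive means the rest, any valid replicate at or below 250%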;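 further: OY570 slx delta 5 strain wells were the positive control but not used for scaling; some compounds called inactive have numbers as strong as hits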
phage Ecoli inh: growth loss of phage-infected E. coli, primary screen, RecBCD inhibitor project, absorbance, with phage, HTS; 0.26% of 360,000 active; inhibition, % at 11.9 µM; in the data active means inhibition above about 11%
* = called active by the depositor; . = not tested or not shown.

SMILES	PKA-R1A act	Tat transport	DAGLB inh	E coli growth	AddAB inh	PKA-R2B activ	HTR5A inv ag	HTR5A ag	CDK5 inh	Mot1-301 SUMO	phage Ecoli inh
CC(CC(=O)N(C)C1CCCCC1)S(=O)(=O)c1ccc2c(c1)NC(=O)CO2 (stereo not drawn)	-4	2	2	1.3	3.2	5	5	-1	1.3	-4	-0.4
CCCOc1ccc(-c2nnc(-c3ccncc3)o2)cc1	-3	-11	-9	0.8	-0.2	0	3	-1	0.6	-6	1.0
CSc1nccc(NC(=O)c2cccc(Br)c2)n1	-2	2	-5	0.5	-0.6	-6	-9	3	0.7	-1	2.2
O=C(NCCCN1CCOCC1)c1cc(-c2ccc(F)cc2)on1	-6	1	2	0.0	-0.3	-9	10	-1	4.2	7	4.7
Cc1cc(C)cc(-n2ccnc2SCC(=O)Nc2ccc3c(c2)OCCO3)c1	-13	-12	-2	-0.2	0.5	-23	-4	-5	2.6	-4	1.2
CCN(CC)S(=O)(=O)c1cc(NC(=O)c2cc([N+](=O)[O-])ccc2N2CCOCC2)ccc1C	-2	-3	0	1.4	1.5	6	9	1	2.0	-7	0.2
CC(=O)c1ccc(S(=O)(=O)N(C)CC(=O)NCC2CCCCC2)cc1	0	-3	-2	-0.4	1.1	-1	-3	-1	-0.1	133	1.2
Cc1ccc2nc(COc3ccc(Cl)cc3)cc(=O)n2c1	-2	1	-1	3.3	3.0	7	12	-2	0.2	1	1.6
CCc1ccc(C(=O)c2ccccc2C(=O)O)s1	4	-3	0	1.9	0.9	-6	4	-3	0.2	-12	2.0
CCn1c(NC(=O)c2ccc(COc3ccc(C)cc3[N+](=O)[O-])o2)nc2ccccc21	1	-2	0	-2.1	2.0	-5	-6	4	1.2	-14	2.3
CCOC(=O)N1CCN(C(=O)c2cccn3c(=O)c4cc(Cl)ccc4nc23)CC1	1	-6	0	-0.9	2.5	-5	1	3	-3.4	72	2.3
O=C1c2ccccc2-c2c1c1ccccc1c(=O)n2-c1ccccc1	3	3	7	.	.	-10	-14	4	0.5	.	2.7
Cc1cccc2c(=O)c(C(=O)NCCc3ccccc3)c[nH]c12	-1	7	-1	2.3	2.4	-1	-4	1	0.0	-21	2.3
COc1ccc(C(=O)OCC(=O)Nc2ccc(N3CCOCC3)cc2)cc1OC	-2	-1	0	-2.1	5.2	2	-7	3	-0.5	0	2.2
COc1ccc(CCNC(=O)C2=CCN(S(=O)(=O)c3ccc(F)cc3)CC2)cc1OC	-9	3	1	-0.3	3.4	-6	0	0	1.9	60	-0.5
O=C1NC(=S)NC1(c1ccccc1)c1ccccc1	-1	2	-3	.	.	-2	8	-2	0.2	.	3.4
Cc1cc(-c2nnc(SCC(=O)NC3CC3)n2C(C)C)cs1	1	-1	4	0.5	-0.4	9	-2	1	-1.9	11	1.6
O=C1N2CCSC2=NC1(Nc1nccs1)C(F)(F)F (stereo not drawn)	-7	7	0	0.6	0.6	-4	-26	-2	1.4	2	-0.8
COc1ccc(OC)c(C(=O)N(C[C@H]2CC[C@@H]([C@@H]3CC[C@H](CO)O3)O2)C(C(=O)NC(C)(C)C)c2ccc(-c3ccccc3)cc2)c1 (stereo partly drawn)	1	-1	-1	0.4	-1.4	-1	-7	2	11	.	2.3
COc1cc(NC(=O)c2ccco2)c(OC)cc1NC(=O)Nc1ccccc1Cl	-9	-1	0	0.9	-0.8	11	-5	6	1.4	15	-1.3
COCC1=C(C(=O)OC)C(c2cccs2)n2ncnc2N1 (stereo not drawn)	0	3	2	0.2	2.9	9	18	2	0.2	-15	3.4
O=C1C2C3C=CC(C3)C2C(=O)N1c1cccc(N2C(=O)C3C4C=CC(C4)C3C2=O)n1 (stereo not drawn)	10	-5	1	-0.4	0.6	6	-41	3	-1.5	-10	0.4
O=C(NCc1ccco1)c1cccc(Nc2nc3ccc(Br)cc3[nH]2)c1	-14	-7	-3	-1.0	1.9	-11	2	10	1.9	131	3.1
CNC(=O)COC(=O)c1cc(SC)ccc1Cl	-1	-1	-2	1.5	0.7	-6	-18	4	-0.3	-22	3.5
CC(C)(C)C(=O)NC(NC(=S)Nc1sc2c(c1C#N)CCCC2)C(Cl)(Cl)Cl (stereo not drawn)	16	5	1	-0.1	-0.1	5	9	-3	-0.2	56	1.9

Two entries picked at random from the list so far:
SMILES	PKA-R1A act	Tat transport	DAGLB inh	E coli growth	AddAB inh	PKA-R2B activ	HTR5A inv ag	HTR5A ag	CDK5 inh	Mot1-301 SUMO	phage Ecoli inh
O=C(NCCCN1CCOCC1)c1cc(-c2ccc(F)cc2)on1	-6	1	2	0.0	-0.3	-9	10	-1	4.2	7	4.7
COCC1=C(C(=O)OC)C(c2cccs2)n2ncnc2N1 (stereo not drawn)	0	3	2	0.2	2.9	9	18	2	0.2	-15	3.4

3 compounds out of the list above, ordered by the value under Tat transport, falling:
canonical_smiles	PKA-R1A act	Tat transport	DAGLB inh	PKA-R2B activ	CDK5 inh	Mot1-301 SUMO	phage Ecoli inh
Cc1cccc2c(=O)c(C(=O)NCCc3ccccc3)c[nH]c12	-1	7	-1	-1	0.0	-21	2.3
CCCOc1ccc(-c2nnc(-c3ccncc3)o2)cc1	-3	-11	-9	0	0.6	-6	1.0
Cc1cc(C)cc(-n2ccnc2SCC(=O)Nc2ccc3c(c2)OCCO3)c1	-13	-12	-2	-23	2.6	-4	1.2

The listing picks up with the three entries that preceded the break.
SMILES	PKA-R1A act	Tat transport	DAGLB inh	E coli growth	AddAB inh	PKA-R2B activ	HTR5A inv ag	HTR5A ag	CDK5 inh	Mot1-301 SUMO	phage Ecoli inh
O=C(NCc1ccco1)c1cccc(Nc2nc3ccc(Br)cc3[nH]2)c1	-14	-7	-3	-1.0	1.9	-11	2	10	1.9	131	3.1
CNC(=O)COC(=O)c1cc(SC)ccc1Cl	-1	-1	-2	1.5	0.7	-6	-18	4	-0.3	-22	3.5
CC(C)(C)C(=O)NC(NC(=S)Nc1sc2c(c1C#N)CCCC2)C(Cl)(Cl)Cl (stereo not drawn)	16	5	1	-0.1	-0.1	5	9	-3	-0.2	56	1.9
O=C(COc1ccccc1O)N1CCN(C(=O)c2ccco2)CC1	-2	-2	1	1.4	-0.2	-2	-2	0	0.1	-15	1.3
CC(=O)NCCC1CCCCN1Cc1nc(Cc2cccc(C(F)(F)F)c2)no1 (stereo not drawn)	-6	6	-1	3.1	-0.1	-5	9	-3	-1.9	-8	2.6
Cc1cc(C)nc(SCc2ccc([N+](=O)[O-])cc2)n1	-5	5	-2	0.6	2.1	0	-24	2	-2.2	-12	4.7
CC#C[C@@H](CC)c1ccc2ccn(C)c2c1	3	-5	-2	-1.8	0.8	-5	-23	8	0.2	14	2.9
Cc1ccc(C(C(=O)NC(C)(C)C)N(C(=O)c2csnn2)c2ccccc2F)o1 (stereo not drawn)	-5	3	-1	0.7	-1.2	-2	-11	-3	-0.8	-2	0.6
O=C(Nc1ccc(Cl)c(Cl)c1)OCc1cnc(Cl)s1	-5	-2	-3	1.8	2.2	7	-3	1	0.5	17	0.6
Cc1cc(-c2nc3ncccc3o2)ccc1NC(=O)c1ccc([N+](=O)[O-])o1	-10	4	6	.	.	-4	-13	4	0.3	.	0.1
Cc1ccc(N2CN(S(=O)(=O)c3cccc([N+](=O)[O-])c3)c3nc4ccccc4nc32)cc1	-2	-3	-2	1.7	0.3	4	-4	3	-0.1	255	0.9
CCCCCN(C(=O)CCC(=O)OCc1cc(C)ccc1C)c1c(N)n(CCCC)c(=O)[nH]c1=O	3	-4	2	0.6	0.9	3	-13	-5	-0.6	4	1.9
Cc1ccc(S(=O)(=O)Nc2ccc(O)c3ncccc23)cc1	-7	8	7	6.3	8.4	-4	-19	7	0.6	-21	5.5
COc1ccc(S(=O)(=O)N(CC(=O)NCc2cccnc2)C2CCCCC2)cc1OC	-9	-2	-1	0.0	2.3	-7	5	-2	-0.9	-11	1.1
COc1ccc(C(=O)Nc2ccc(NC(=O)c3ccco3)c(Cl)c2)cc1OC	-15	7	3	-0.2	2.8	-1	-11	-4	-1.1	26	1.2
COC(=O)C1=NNC2(c3ccc(Cl)cc3)C(=O)N(c3ccccc3)C(=O)C12 (stereo not drawn)	-13	2	3	-1.0	2.2	-1	3	-1	-5.4	-22	4.2
C=CCNC(=S)NCc1cccnc1	11	7	0	0.1	4.5	0	-4	4	-0.7	-4	3.0
COc1ccc(/C=N/NC(=O)c2ccncc2)c(C(=O)O)c1OC	11	1	-2	0.2	2.5	0	-13	3	-1.2	-9	1.2
CCOC(=O)/C=c1\s/c(=C\c2ccc(-c3ccccc3)cc2)c(=O)n1CC(=O)NCc1ccc2c(c1)OCO2	-4	4	0	1.6	-0.2	-10	-11	3	-1.0	-20	0.4
O=C(Cc1ccc(-n2cccc2)cc1)NCc1ccccc1Cl	-4	-1	-6	0.9	3.7	5	-17	2	0.8	-19	3.3
S=c1[nH]nc(CNc2ccc(Cl)cc2)n1Cc1ccccc1	-9	-1	2	0.5	0.6	6	6	-2	-0.3	16	-0.8
Cc1cccc(C(=O)Nc2oc(-c3ccccc3)cc2C#N)c1	12	13	-1	1.3	4.8	-2	-10	3	-1.4	-6	-0.2
C#CCOCCOCCOCCNc1nc(N2CCN(C(=O)[C@H](Cc3ccc(O)cc3)n3cc(C(N)CC(C)C)nn3)CC2)nc(N2CCN(C(=O)[C@H](CCC(=O)O)n3cc(C(N)[C@H](C)CC)nn3)CC2)n1 (stereo partly drawn)	-4	2	-3	-1.8	-1.6	-10	1	6	-0.9	-10	.
COc1cc(CCCN2CCNC[C@H]2Cc2ccc(O)cc2)cc(OC)c1OC	5	12	-1	2.4	0.8	2	-8	0	-0.6	219	-0.6
Cc1cccc(C(=O)NNC(=O)c2ccccc2O)c1	-3	-4	4	-2.0	-0.4	-6	4	-1	-0.1	77	-0.1
Cc1nn(CC(=O)NCCCc2ccccc2)c(=O)c2cccn12	-1	-1	-1	0.2	3.7	-10	0	1	-1.9	13	.
CCc1noc(C)c1C(=O)N(CC)CC(=O)Nc1cc(Cl)ccc1C	19*	7	-6	-0.5	0.2	1	0	11	-2.5	5	1.7
CC(C)(C)Nc1nc(OCC(F)(F)F)nc(OCC(F)(F)F)n1	6	-7	-7	-0.6	0.3	8	-25	-1	-0.6	9	2.6
Cc1nc(SCC2(C)CC2(Cl)Cl)n[nH]1 (stereo not drawn)	-8	6	-4	-2.8	0.7	-10	2	0	0.9	-5	5.0
